# Assay outcomes as filed in PubChem.
# proKLK7 act: proKLK7 zymogen activators, primary screen, biochemical, fluorescence intensity. 370,000 tested, 0.9% active. purified proKLK7, EDANS-DABCYL substrate fluorescence; 100% is mature enzyme control, 0% vehicle. Kallikrein-7 (Homo sapiens), P49862. activation, % at 7 µM;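 active = activation above the mean of all tested compounds plus 3 SD, computed per campaign excluding outliers beyond control limits, cut at about 13% in these data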
# DDE Tn7 FP inh: inhibitors of Tn7 peptide binding to fibrin DD(E), primary screen, biochemical, fluorescence polarization, human fibrin, Tn7 probe; FP displacement of FITC-Tn7 peptide from fibrin DD(E); 0% = median of compound wells per plate; inhibition, % at 8.3 µM; 370,000 tested, 0.13% active; AID 720508, 2013;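 active = inhibition above the mean of compounds falling within the control limits plus 3 SD of them, cut at about 14% in these data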;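 note: 0% = plate median of compound wells and 100% = 10 µM Aha-Tn7 peptide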
# Target sequence (P02675 whole entry, looked up): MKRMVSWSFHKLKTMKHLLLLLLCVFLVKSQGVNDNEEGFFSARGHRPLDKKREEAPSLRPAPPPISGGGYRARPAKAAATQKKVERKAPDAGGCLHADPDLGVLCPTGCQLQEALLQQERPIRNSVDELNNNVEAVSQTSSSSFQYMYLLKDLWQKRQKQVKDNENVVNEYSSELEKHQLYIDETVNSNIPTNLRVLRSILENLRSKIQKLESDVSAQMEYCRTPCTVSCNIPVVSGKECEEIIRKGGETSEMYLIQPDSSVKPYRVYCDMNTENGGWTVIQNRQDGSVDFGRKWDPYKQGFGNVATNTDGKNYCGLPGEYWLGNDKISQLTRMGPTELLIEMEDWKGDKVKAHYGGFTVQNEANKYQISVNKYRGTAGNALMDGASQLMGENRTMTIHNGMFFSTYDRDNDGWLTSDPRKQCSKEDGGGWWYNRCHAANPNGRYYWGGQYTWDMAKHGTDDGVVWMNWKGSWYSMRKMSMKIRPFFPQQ
#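 Assay system: Human fibrin DD(E) protein | Medium: Tris buffer with calcium and detergent, pH 7.8 | Reagent: 0.1 µM fluorescent Tn7 | Compound dosing: Single point at 8.3 µM | Times: 10 min preincubation, 3 h with tracer, room temperature | Detection: Fluorescence polarization of the labelled Tn7 tracer | Controls: Aha-Tn7 high control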
# LEDGF integ inh: blockers of LEDGF/p75-dependent integrase strand transfer – biochemical, TR-FRET, high throughput, primary screen; HIV-1 integrase (with human LEDGF/p75); TR-FRET IN-LEDGF/p75 DNA integration, Eu/Cy5; inhibition, % at 3.7 µM; 370,000 tested, 0.64% active; AID 743269, 2014;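 active = inhibition above the screen-wide mean plus 3 SD, cut at about 13% in these data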;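 note: signal is the Cy5 over europium emission ratio at 671 and 618 nm; 0% = plate median of compound wells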
# MBD2 DNA inh: inhibitors of MBD2 binding to methylated DNA, primary screen, biochemical, TR-FRET, DNA-binding domain, human. Methyl-CpG-binding domain protein 2 (Homo sapiens), Q9UBB5. MBD2 binding to methylated oligonucleotide. inhibition, % at 4.4 µM. 370,000 tested, 0.31% active; in the data active = inhibition above about 13%
# Target sequence (Q9UBB5 whole entry, looked up, the tested form may be a part): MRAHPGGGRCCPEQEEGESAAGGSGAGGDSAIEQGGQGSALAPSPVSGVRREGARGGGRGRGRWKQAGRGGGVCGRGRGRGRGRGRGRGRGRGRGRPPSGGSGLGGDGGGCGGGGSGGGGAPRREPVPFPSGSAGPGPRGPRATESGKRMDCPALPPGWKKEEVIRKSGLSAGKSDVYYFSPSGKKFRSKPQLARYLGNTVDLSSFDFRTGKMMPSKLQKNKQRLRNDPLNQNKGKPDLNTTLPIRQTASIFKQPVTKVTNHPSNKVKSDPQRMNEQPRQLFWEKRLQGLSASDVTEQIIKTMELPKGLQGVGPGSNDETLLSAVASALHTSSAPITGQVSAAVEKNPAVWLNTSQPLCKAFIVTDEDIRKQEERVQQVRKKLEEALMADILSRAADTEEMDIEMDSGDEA
# SIAE primary: human SIAE inhibitors, primary screen, biochemical, fluorescence polarization, FP-Rh probe, 1536-well HTS. Sialate O-acetylesterase (Homo sapiens), Q9HAT2. SIAE FP-Rh probe binding. inhibition, % at 9.66 µM. 370,000 tested, 0.69% active;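 active = inhibition above a cutoff: mean of compounds within the control limits plus 3 SD of those, cut at about 17% in these data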;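 note: 0% = plate median of compound wells and 100% = probe without SIAE protein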
# PRMT1 inh: PRMT1 methyltransferase inhibitors, primary screen, biochemical, fluorescence polarization | recombinant PRMT1, activity-based probe fluorescence polarization | Protein arginine N-methyltransferase 1 (Homo sapiens), Q99873 | inhibition, % at 2.79 µM | 370,000 tested, 1.3% active;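 active = inhibition above about 21% made by adding two undisclosed values, limit read from the data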
# UHRF1 MBD2 ctr: UHRF1 methylated DNA binding inhibitors, primary screen, counter-screen for MBD2 inhibitor project, biochemical, TR-FRET, human UHRF1, single concentration; UHRF1 binding to methylated oligo; inhibition, % at 4.4 µM; 370,000 tested, 0.75% active; AID 687016, 2013; in the data active = inhibition above about 21%;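 note: UHRF1 SRA domain binding a hemimethylated CpG hairpin DNA probe; 0% = median of test compound wells and 100% = reference inhibitor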
# TCR CD3 inh: inhibitors of human TCR-CD3 interaction, primary screen, biochemical, fluorescence, TAMRA-labeled TCR probe | T-cell receptor (TCR) | inhibition, % at 9.4 µM | 360,000 tested, 0.37% active | AID 651800, 2012; in the data active = inhibition above about 19%;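 note: recombinant mutant TCR 2C K166C tagged with TAMRA read by polarization; 0% = receptor in buffer alone and 100% = receptor with positive control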
# TDP2 inh: human TDP2 enzyme inhibitors, primary screen, biochemical, epi absorbance, recombinant enzyme; 370,000 tested, 0.34% active; T5PNP hydrolysis, p-nitrophenol absorbance 415 nm; AID 720702, 2013; inhibition, % at 12.8 µM; Tyrosyl-DNA phosphodiesterase 2 (Homo sapiens), O95551;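 active = inhibition above the mean of all tested compounds plus 3 SD, set per campaign, cut at about 25% in these data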;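 note: 0% = DMSO with enzyme and 100% = buffer with substrate but no TDP2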
#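 System – recombinant human TDP2 · Amount – 120 nM TDP2 per well · Buffer or medium – Mg2+-containing Tris-HCl buffer, pH 7.5 · Reagent – T5PNP substrate, 5 mM · Dosing – 12.8 µM single point, 1% DMSO · Incubation – 2 h at 37 °C · Measured by – epi absorbance · Read-out basis – percent inhibition · Benchmarks – high control without enzyme, low control DMSO plus TDP2 · Repeats – singlicate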
# DDE Tn6 FP inh: inhibitors of Tn6 peptide binding to fibrin DD(E), primary screen, biochemical, fluorescence polarization, human fibrin, Tn6 probe. Fibrinogen beta chain (Homo sapiens), P02675. Fibrin DD(E) TRITC-Tn6 fluorescence polarization displacement. inhibition, % at 8.3 µM. 370,000 tested, 0.21% active. AID 720509, 2013;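 active = inhibition above a per-campaign cutoff: mean of compounds within control limits plus 3 SD, cut at about 15% in these data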;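 note: 0% = median of all compound wells on the plate and 100% = blocking peptide control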
# The depositor's hits bear a star; x = no result given. Compounds were not picked by outcome; any-hit rate near 4.6%.
# Every second line gives: proKLK7 act	DDE Tn7 FP inh	LEDGF integ inh	MBD2 DNA inh	SIAE primary	PRMT1 inh	UHRF1 MBD2 ctr	TCR CD3 inh	TDP2 inh	DDE Tn6 FP inh
- Brc1ccccc1/C=N/Nc1ccccn1
  0.1	2	-1	-6	3	1	16	-6	-2	0
- Cc1cc(C)n(C2CC(=O)N(c3ccc(C)c(Cl)c3)C2=O)n1 (stereo not drawn)
  0.1	1	-6	-3	-7	6	2	-11	-9	-2
- O=C(NCCCN1CCOCC1)c1cccnc1
  -0.4	-3	-2	-1	2	1	0	-1	13	8
- Cc1ccc(S(=O)(=O)N(C)C[C@H]2Oc3ncc(Br)cc3C(=O)N([C@H](C)CO)C[C@@H]2C)cc1
  0.2	1	-4	-3	1	0	1	-2	-4	11
- Cc1ccc(NC(=O)[C@H](Cc2ccccc2)NC(=O)[C@@H]2Cc3ccccc3CN2)c(C)c1
  -0.6	0	2	13	-3	4	27*	-3	4	-1
- CC(=O)Nc1c(C)cc(S(C)(=O)=O)cc1C
  -0.1	-2	-3	0	3	-2	0	7	6	-4
- Oc1c(C(Nc2cccc(C(F)(F)F)c2)c2cccnc2)ccc2cccnc12 (stereo not drawn)
  0.4	7	-13	-2	4	-1	-4	9	-11	-3
- COc1ccccc1CNC(=O)c1ccccc1C(=O)NC(CC(C)C)C(=O)NCc1ccccc1OC (stereo not drawn)
  -0.3	-2	1	-4	0	0	1	9	13	0
- Cc1ccc(CC(NC(=O)c2ccccc2)C(=O)NC(Cc2ccccc2)C(=O)O)cc1 (stereo not drawn)
  -0.1	1	-1	1	-4	-1	0	6	2	3
- Cn1c(SCC(=O)N2CCOCC2)nnc1-c1ccco1
  0.5	-4	6	-1	-2	-1	1	4	9	-2
- CNC(=S)Nc1cccc(Cl)c1C
  0.1	-8	-1	1	-2	0	0	1	-4	-4
- O=S(=O)(c1ccc(S(=O)(=O)N(Cc2ccco2)Cc2ccccc2Cl)cc1)N1CCCC1
  0.5	2	2	3	3	0	1	2	-16	4
- COc1ccc(OC)c(S(=O)(=O)N(C)CC(=O)N2CCOCC2)c1
  -0.6	-11	-1	7	1	2	-1	-1	3	-5
- NC(=O)[C@@H]1CC2(CC(c3cccc(NC(=O)COc4ccc(Cl)cc4)c3)=NO2)CN1C(=O)c1ccccc1 (stereo partly drawn)
  0.2	5	0	7	-3	1	7	0	-1	0
- Cc1cccn(Cc2c(F)cccc2Cl)c1=O
  -0.6	4	-2	-3	9	-2	3	-5	1	8
- O=C(CSc1n[nH]c(=O)[nH]c1=O)Nc1ccc(C(=O)O)cc1
  -0.5	-12	6	2	-7	-2	0	2	-6	4
- O=C(c1ccco1)N1CCCC(c2nc3c(nnn3Cc3ccc(F)cc3)c(=O)[nH]2)C1 (stereo not drawn)
  0.7	-3	0	2	3	0	2	9	5	8
- CN(C(=O)CCN1C(=O)C2C3C=CC(C3)C2C1=O)c1ccccc1 (stereo not drawn)
  -0.5	0	-1	-4	4	-3	2	6	-8	9
- CCOc1ccc(/C(CCC(=O)O)=N/NC(=S)NCCc2ccccc2)cc1
  0.0	-2	-3	3	7	5	1	-11	0	4
- O=C(NC1CC1)c1ccc2c(c1)C1C3CCC(C3)C1C(c1ccccc1)N2 (stereo not drawn)
  0.8	-11	1	3	4	-2	5	-8	-7	-6
- O=C(NCc1ccc(Cl)cc1Cl)c1ccc2nc[nH]c2c1
  0.0	1	-2	-6	-1	-1	-2	7	4	-9
- CC(OC(=O)CN1C(=O)c2ccccc2C1=O)C(=O)NC1CCCCC1 (stereo not drawn)
  -0.3	-1	2	-4	13	1	2	-9	8	-6
- COCCNc1ccc([N+](=O)[O-])cc1C(=O)Nc1cccc(C)n1
  0.0	2	-2	-1	-4	3	2	-9	-27	-6
- CN(C)/C=C1\C(=O)Oc2ccccc2C1=O
  -0.4	-7	3	5	-2	-2	-2	-1	-4	-1
- COc1ccc(C)cc1Nc1nc(-c2ccccc2O)nc2ccccc12
  -0.2	0	2	-2	-7	-2	4	-14	-19	-2
- CCN(CC)c1nc2c3c(nc4c(c3c1C#N)CC(=O)N4c1ccc(Cl)cc1)NC(C)=N2
  -2.8	0	-2	3	-7	7	2	-1	-2	-7
- C=CCNC(=O)c1c(N)n(-c2ccc3c(c2)OCO3)c2nc3ccccc3nc12
  -0.8	-9	0	-11	4	5	-6	7	-4	2
- Cc1cc2cc3c(cc2nc1SCC(=O)Nc1ccccc1)CCC3
  0.0	-1	1	-5	3	-1	0	3	7	-2
- C=C(C)CN(CC)C(=O)CSc1ccc(S(=O)(=O)N2CCN(C)CC2)cn1
  -0.1	4	0	4	3	-1	0	8	4	-1
- Cc1ccc2nc3ccc(N4CCN(C)CC4)nn3c(=O)c2c1
  40*	-2	-5	-6	0	-2	2	4	4	1

# An excerpt from above in order of number of heavy atoms, low to high.
# Every second line gives: proKLK7 act	DDE Tn7 FP inh	LEDGF integ inh	MBD2 DNA inh	SIAE primary	PRMT1 inh	UHRF1 MBD2 ctr	TCR CD3 inh	TDP2 inh	DDE Tn6 FP inh
- O=C(NCc1ccc(Cl)cc1Cl)c1ccc2nc[nH]c2c1
  0.0	1	-2	-6	-1	-1	-2	7	4	-9
- Cc1ccc2nc3ccc(N4CCN(C)CC4)nn3c(=O)c2c1
  40*	-2	-5	-6	0	-2	2	4	4	1
- COCCNc1ccc([N+](=O)[O-])cc1C(=O)Nc1cccc(C)n1
  0.0	2	-2	-1	-4	3	2	-9	-27	-6
- Cc1cc2cc3c(cc2nc1SCC(=O)Nc1ccccc1)CCC3
  0.0	-1	1	-5	3	-1	0	3	7	-2
- CC(OC(=O)CN1C(=O)c2ccccc2C1=O)C(=O)NC1CCCCC1 (stereo not drawn)
  -0.3	-1	2	-4	13	1	2	-9	8	-6
- COc1ccc(C)cc1Nc1nc(-c2ccccc2O)nc2ccccc12
  -0.2	0	2	-2	-7	-2	4	-14	-19	-2
- C=CCNC(=O)c1c(N)n(-c2ccc3c(c2)OCO3)c2nc3ccccc3nc12
  -0.8	-9	0	-11	4	5	-6	7	-4	2
- CCN(CC)c1nc2c3c(nc4c(c3c1C#N)CC(=O)N4c1ccc(Cl)cc1)NC(C)=N2
  -2.8	0	-2	3	-7	7	2	-1	-2	-7

# Following part:
# Every second line gives: proKLK7 act	DDE Tn7 FP inh	LEDGF integ inh	MBD2 DNA inh	SIAE primary	PRMT1 inh	UHRF1 MBD2 ctr	TCR CD3 inh	TDP2 inh	DDE Tn6 FP inh
- COCCN1C(=S)NC(c2cccc(C(F)(F)F)c2)C(C(=O)N2CCOCC2)=C1C (stereo not drawn)
  0.2	3	-2	9	-7	7	3	1	-5	-10
- Cc1cc(NS(=O)(=O)c2ccc(C3CCCCC3)cc2)no1
  -0.2	3	0	-6	-4	-1	1	-3	2	-1
- Cc1cc(-n2cnc(-c3cn[nH]c3C)n2)no1
  0.1	-5	-4	3	-4	4	1	-6	-2	2
- CCCc1sc(N2CCCC(C(N)=O)C2)nc1-c1ccccc1 (stereo not drawn)
  -0.4	1	2	-2	-2	4	3	-2	-10	3
- Cc1cc(NC(=O)CSc2[nH]c(=O)cc(C(F)(F)F)c2C#N)no1
  1.0	-12	3	4	-6	-4	8	-1	5	1
- CCCOc1ccc(Cl)cc1CNc1ccccc1
  -0.7	-4	1	-4	5	0	0	11	7	5
- Cc1cccc(C)c1OCC(=O)NNC(=O)c1ccoc1C
  0.5	0	5	0	0	0	6	-5	-2	2
- CC1=CC(=O)OC1Cc1ccncc1 (stereo not drawn)
  -0.5	-7	-2	3	13	0	0	-4	9	0
- CCCC(C(=O)NCC1CCCO1)N(Cc1ccco1)C(=O)CNS(=O)(=O)c1ccccc1 (stereo not drawn)
  0.7	5	-4	8	-3	5	5	0	5	-9
- O=C(O)c1ccccc1C(=O)Nc1ccc(S(=O)(=O)NC2CCCCC2)cc1
  -0.6	3	-4	4	-3	3	-1	-9	-5	4
- CCC(NC(=O)c1ccc2c(c1)c(C)c(C)n2Cc1ccc(Cl)cc1)c1ccccc1 (stereo not drawn)
  -2.5	5	-2	6	-5	3	1	x	4	-12
- CCOc1ccc2nc(NC(=O)CS(=O)(=O)c3ccccc3)sc2c1
  -0.2	7	-3	0	-4	2	-2	2	-8	-4
- Cc1ccc(NC(=O)CSc2ncccn2)c([N+](=O)[O-])c1
  0.0	4	-2	-1	7	1	1	-1	6	-1
- Cc1nc2scc(C)n2c(=O)c1S(=O)(=O)N1CCN(c2ccccn2)CC1
  0.2	0	2	-4	-1	-2	-2	3	7	3
- CCSc1ncc(/C=N/Nc2ccccc2)n1C
  -0.2	-2	0	3	4	0	-2	4	2	3
- Cc1sc2c(c1C)CN(CCN1CCOCC1)CN2C(=O)c1ccccc1
  1.1	-3	1	4	0	0	3	-3	0	1
- O=C(c1ccccc1)c1cc(-c2ccccn2)c(N2CCOCC2)s1
  0.1	-4	2	-1	12	-1	-3	2	10	0
- Cc1ccc(-c2nc3cc(C)ccc3o2)cc1
  0.9	-1	0	1	-3	-1	1	-1	-1	2
- O=C(c1cccc(S(=O)(=O)N2CCOCC2)c1)N1CCN(S(=O)(=O)c2cccc([N+](=O)[O-])c2)CC1
  0.4	6	-10	-3	3	2	1	-11	-2	5
- N#Cc1ccc(COC(=O)c2ccccn2)cc1
  -0.3	3	-8	-1	2	3	2	-5	-1	0
- Cc1[nH]nc2c1C(c1cccc(OC(=O)N3CCOCC3)c1)C(C#N)=C(N)O2 (stereo not drawn)
  -0.7	-6	-1	-1	4	-1	5	-2	-9	-12
- Cc1cc(NC(=O)C2CCN(S(=O)(=O)c3cccs3)CC2)no1
  0.3	4	-4	3	1	0	0	-1	-6	2
